Screening results as filed in PubChem.
MKP-3 inhibition: MKP-3 phosphatase inhibitors, primary screen, biochemical, rat enzyme, in vitro (AID 425); one-dose inhibition, % at 20 µM; IC50 in µM for titrated hits; recombinant MKP-3 phosphatase activity, fluorescence; higher % means a stronger effect; 110,000 tested, 0.17% active; in the data active means inhibition above about 50%;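 further: plate controls were vehicle for no effect and reference inhibitor for full effect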
Hsp70 displacement: Hsp70 inhibitors, probe displacement, primary screen, biochemical, fluorescence polarization (AID 583); one-dose displacement, % at 20 µM; IC50 in µM for titrated hits; 140,000 tested, 0.06% active; Hsp70 fluorescence polarization probe displacement, mP; higher % means a stronger effect; in the data active means displacement above about 50%;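 further: plate controls were vehicle for no effect and reference ligand for full effect; a part of the inactive calls stands beside numbers as strong as those of hits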
Starred values were filed as active, the others as inactive; . = not tested or not shown; & = joins results of further samples. Some of the compounds tested, so the mix of outcomes need not match the whole.

SMILES | MKP-3 inhibition | Hsp70 displacement
Cn1c(C(=O)NCCCN2CCCC2=O)cc2c(=O)n3ccccc3nc21 | 10% | 1.4%
CC1CCCCN1C(=O)C12CCC(C)(/C(=N/O)C1)C2(C)C (stereo not given) | -9% | 5.8%
COc1cccc(-c2[nH]nc3c2C(c2ccoc2)C(C#N)=C(N)O3)c1 (stereo not given) | . | 3.1%
O=C(O)c1ccc(NC(=S)NC(=O)c2ccc(-c3ccc(Br)cc3)o2)cc1 | 77µM* | .
CCCOC(=O)Nc1cccc(C(C)=O)c1 | . | -1.9%
Cc1cccc(C(=O)NNC(=O)c2ccccc2C)c1 | 1% | -0.5%
Cc1cc(C)c(COCCOCc2c(C)cc(C)c(/C=N/O)c2C)c(C)c1/C=N/O | -1% | 5.3%
CC(C)(C)n1nnnc1C(c1ccc(Cl)cc1)N(Cc1cccnc1)Cc1ccco1 (stereo not given) | . | 0.2%
CCOC(=O)c1c(NC(=O)CCc2ccccc2)sc2c1CCC2 | 4% | -4.1%
CCCCn1c(NC(=O)c2ccc(F)cc2)c(C#N)c2nc3ccccc3nc21 | 24% | 22%

Single entries from the entries so far:
Under Hsp70 displacement, Cc1cc(C)c(COCCOCc2c(C)cc(C)c(/C=N/O)c2C)c(C)c1/C=N/O reads 5.3%
Under Hsp70 displacement, CCCCn1c(NC(=O)c2ccc(F)cc2)c(C#N)c2nc3ccccc3nc21 reads 22%

Next entries.
SMILES | MKP-3 inhibition | Hsp70 displacement
CCOc1ccc(N(CC(=O)N2CCN(c3ccccc3)CC2)S(C)(=O)=O)cc1 | 6% | -3.0%
Fc1ccc(-n2cnnn2)c(F)c1 | 3% | -3.2%
COc1ccccc1NC(=O)/C(=C\c1ccco1)NC(=O)c1cccs1 | 0% | 0.6%
COc1cc(NC(=O)c2ccc([N+](=O)[O-])cc2Cl)ccc1NC(=O)c1ccco1 | 2% | -0.9%
CCN(CC)C(=O)N1CCC(NC(=O)Cc2ccccc2)CC1 | 6% | 2.9%
Cc1ccc(CCNC(=O)CCNS(=O)(=O)c2ccc3c(c2)oc(=O)n3C)cc1 | 2% | -6.1%
CC1CN(c2ccc([N+](=O)[O-])cc2)CCN1C(=O)c1ccc(Cl)cc1 (stereo not given) | 4% | -2.7%
Cc1c(/C=C/C(=O)c2cccs2)cnn1C | . | -3.6%
O=C(c1cccc2ccccc12)N1CCN(c2ccccc2F)CC1 | -2% | -0.2%
O=C(CSc1nnc(SCC(=O)c2ccco2)s1)c1ccco1 | . | -2.5%

2 entries drawn at random from those above, as already listed:
SMILES | MKP-3 inhibition | Hsp70 displacement
O=C(CSc1nnc(SCC(=O)c2ccco2)s1)c1ccco1 | . | -2.5%
COc1cc(NC(=O)c2ccc([N+](=O)[O-])cc2Cl)ccc1NC(=O)c1ccco1 | 2% | -0.9%

(listing goes on)
SMILES | MKP-3 inhibition | Hsp70 displacement
COc1ccc(CNC(=O)C2CSC(=O)C2)cc1 (stereo not given) | -4% | 2.7%
Cc1ccc(Cl)cc1NC(=O)c1c(-c2c(Cl)cccc2Cl)noc1C | 2% | 3.9%
O=C1CCC(C(=O)OCC(=O)c2ccc([N+](=O)[O-])cc2)N1 (stereo not given) | 7% | -0.1%
CCc1ccc(C(=O)COC(=O)CNC(=O)c2ccco2)cc1 | -12% | 2.0%
C/C=C/COC(=O)c1[nH]c2c(c1C)C(=O)CC(c1ccco1)C2 (stereo not given) | 6% | -0.2%
COc1cc(/C=C2/SC(=S)NC2=O)cc(Br)c1OCc1ccccc1F | 8% | 3.2%
CCN1C(=O)/C(=C/c2c(NCCCn3ccnc3)nc3c(C)cccn3c2=O)SC1=S | 2% | -39%
CCN1C(=O)C(=Cc2ccc(OC)cc2OC)C(=O)NC1=S | 0% | -1.3%
CCCCOC(=O)Cn1c(=N)n(CCN(CC)CC)c2ccccc21 | 1% | 1.9%&1.5%
O=C(Nc1cccc(C(F)(F)F)c1)c1cccnc1N1CCN(CCO)CC1 | 2% | 0.4%
O=C1OC2(CCCCC2)OC(=O)C1=CNc1ccc2c(c1)OCO2 | -8% | 3.4%
C/C(=N\NC(=O)c1ccccc1Cl)c1ccc(O)cc1 | 0% | -0.2%
COCCNC(=O)c1ccc(CS(=O)(=O)c2c(Cl)cccc2Cl)o1 | 0% | 1.8%
Cn1c(=O)c(-c2ccccc2N)nc2cc3ccccc3cc21 | 3% | 6.1%
CCOC(=O)CSc1nc2cccnc2n1-c1ccc(F)cc1 | -10% | 0.8%
C=CCOc1cccc(C2C(C(=O)c3ccc(C)o3)=C(O)C(=O)N2c2nccs2)c1 (stereo not given) | -8% | 106%
COCCNC(=O)C(c1cccs1)N(Cc1cccs1)C(=O)Cn1nnc2ccccc21 (stereo not given) | . | 2.1%
CCOc1cccc(-c2nnc(NC(=O)Nc3ccccc3)s2)c1 | 3% | -3.6%
O=C(CN1C(=O)C2C3c4ccccc4C(c4ccccc43)C2C1=O)N1CCOCC1 (stereo not given) | -3% | 1.9%
CC(=O)Nc1nc2ccc(C(=O)NC3CCCCC3)cc2s1 | . | -1.9%
COc1ccc2c(c1OC)C(=O)N(c1nc(-c3ccc(O)cc3)cs1)C2=O | 1% | -2.5%
Cc1nc2nc(C)c(CCC(=O)NCCC3=CCCCC3)c(C)n2n1 | 0% | -1.3%
FC(F)(F)c1ccc(N2CCN(c3ncnc4c3nnn4Cc3ccccc3Cl)CC2)cc1 | . | -0.8%
O=C(Cc1cccs1)Nc1nc(-c2ccc(F)cc2F)cs1 | . | -0.1%
CC1CCCC(NC(=O)COC(=O)Cc2cn3ccsc3n2)C1C (stereo not given) | -6% | -9.2%
O=C(c1nn(Cc2ccccc2)c(=O)c2ccccc12)N1CCN(c2ccccn2)CC1 | -10% | -0.5%
O=C(CC(=S)c1cccs1)c1ccncc1 | 10% | -3.2%
CCOC(=O)c1c(NC(=O)CN(CC)CC)sc2c1CCN(C(=O)OCC)C2 | -18% | 5.3%
COc1cc(/C=N/n2cnnc2)cc(Br)c1OCc1ccc(Cl)cc1Cl | 4% | 4.3%
N#Cc1nc(-c2ccccc2F)oc1NCc1ccccc1 | 1% | 1.3%
O=C(O)c1cn(-c2ccccc2)c(=O)c2ccccc12 | . | 0.8%
CCOC(=O)COc1ccc2c3c(c(=O)oc2c1C)CCC3 | -13% | 6.7%
O=C1C(Cl)=C(Nc2ccc(O)cc2)c2c(Cl)c(Cl)c(Cl)c(Cl)c21 | 8% | 3.4%
O=C1CN(C(=O)c2ccco2)C(c2ccccc2)c2cc(Cl)ccc2N1 (stereo not given) | 11% | -3.6%
Cn1c(COc2ccccc2)nnc1SCCSc1nnc(COc2ccccc2)n1C | -10% | 6.2%
CN(C)c1ccc(NC(=O)Cn2c(=O)n(Cc3ccccc3)c(=O)c3ccccc32)cc1 | 7% | -5.4%
Cc1c(C=C(C#N)C#N)c(C)c([N+](=O)[O-])c(C)c1[N+](=O)[O-] | -1% | 0.3%
O=C1S/C(=C\c2ccc([N+](=O)[O-])cc2)C(=O)N1Cc1ccccc1 | 3% | 1.7%
O=C(Nc1ccc(Br)cc1)c1ccccc1F | -4% | 4.8%
COC(=O)c1ccc(NC(=O)COc2ccc(S(=O)(=O)N3CCCCC3)cc2)cc1 | . | 0.2%

Record cards (already shown). Order of screens: MKP-3 inhibition | Hsp70 displacement
Entry for CCOC(=O)COc1ccc2c3c(c(=O)oc2c1C)CCC3 = -13% | 6.7%
Entry for O=C(Nc1ccc(Br)cc1)c1ccccc1F = -4% | 4.8%
Entry for O=C1CN(C(=O)c2ccco2)C(c2ccccc2)c2cc(Cl)ccc2N1 (stereo not given) = 11% | -3.6%
Entry for COC(=O)c1ccc(NC(=O)COc2ccc(S(=O)(=O)N3CCCCC3)cc2)cc1 = . | 0.2%
Entry for Cc1c(C=C(C#N)C#N)c(C)c([N+](=O)[O-])c(C)c1[N+](=O)[O-] = -1% | 0.3%

With a hit mark in MKP-3 inhibition, among the entries above:
SMILES | MKP-3 inhibition | Hsp70 displacement
O=C(O)c1ccc(NC(=S)NC(=O)c2ccc(-c3ccc(Br)cc3)o2)cc1 | 77µM* | .

Additional records:
SMILES | MKP-3 inhibition | Hsp70 displacement
CCn1c(Cc2ccccc2)nnc1SCC(=O)Nc1ccc(N2CCOCC2)c(Cl)c1 | -3% | -7.3%
O=C(Nc1cccc(C(F)(F)F)c1)c1cnc2n(c1=O)CCS2 | -6% | -0.4%
COCCn1c(-c2cc(OC)c(OC)c(OC)c2)nc2nc3ccccc3nc21 | -9% | -2.5%
CC(C)OC(=O)CSc1nnc2n1C(C)(C)Cc1ccccc1-2 | -1% | -0.8%
O=C(NCc1ccc2c(c1)OCO2)c1ccc2c(c1)C(=O)N(CC1CCCO1)C2=O (stereo not given) | -24% | -2.5%
COc1ccccc1-c1noc(-c2ccco2)n1 | 0% | -0.5%
CCC(C)(C)n1nnnc1C(c1ccc(N(C)C)cc1)N1CCN(C2CCCCC2)CC1 (stereo not given) | 8% | -2.5%
CC(C)N=C(NC#N)SCc1ccccc1 | . | 0.3%
O=c1cc(CO)oc(CN2CCN(c3ccccc3)CC2)c1O | . | -1.7%
CCn1c2ccccc2c2cc(NC(=O)C3CCN(S(=O)(=O)c4cccs4)CC3)ccc21 | -8% | .
Cc1ccc(S(=O)(=O)NCCC(=O)OCn2nnc3ccccc3c2=O)cc1 | 4% | 7.0%
Cc1ccc(C2C(C#N)=C(N)Oc3n[nH]c(-c4cccs4)c32)s1 (stereo not given) | -1% | -0.2%
Cc1cc(C)nc(NS(=O)(=O)c2ccc(NC(=S)NC(=O)c3ccc(F)c(F)c3)cc2)n1 | 0% | 2.9%
Cc1ccc(Nc2nc(=O)c3cccnc3s2)cc1 | -10% | 1.9%
CCN1CCN(C(=O)CN(CCc2ccccc2)S(C)(=O)=O)CC1 | . | 6.0%
N#Cc1ccc(-c2ccccc2)[nH]c1=S | -1% | 4.5%
Cc1ccc(OCC(O)Cn2c(=N)n(Cc3ccccc3)c3ccccc32)cc1 (stereo not given) | . | -2.6%
CCc1nc(SCC(N)=O)c2c(=O)n(C)c(=O)n(C)c2n1 | -11% | 5.3%
O=c1[nH]cnc(O)c1C(c1ccc2c(c1)OCO2)c1c(O)nc[nH]c1=O | -1% | 2.9%
COc1ccc(-c2nnc(-c3ccc4c(c3)OCO4)o2)cc1OC | -2% | 4.8%
Cc1ccc(C)n1-n1cnc2scc(-c3ccccc3)c2c1=O | 2% | 2.4%
CC(=O)c1c(N2CCN(C)CC2)[nH]c(-c2ccccc2)nc1=S | . | 45%
CCOc1ccc(C(=O)N2CCC(C(=O)c3ccc4c(c3)OCCO4)CC2)cc1 | 0% | -3.2%
CCCCCCNS(=O)(=O)c1ccc(OC)c(OC)c1 | -4% | -5.3%
COc1cc2c(cc1OC)C(c1cc3cc(OC)c(OC)cc3[nH]c1=O)N(C(=O)C1CC1)CC2 (stereo not given) | -13% | 6.8%
CSc1ccc(S(=O)(=O)N(CC(N)=O)c2ccc(C)cc2)cc1 | 2% | -1.7%
CCOC(=O)c1ccccc1NC(=O)c1ccc(N(C)S(=O)(=O)c2ccccc2)cc1 | -1% | -3.4%
CCN1/C(=C/C=Nc2ccccc2)Oc2ccccc21 | 2% | -2.3%
CCOC(=O)c1sc2nc(NC(=O)c3ccc([N+](=O)[O-])cc3)sc(=O)c2c1C | 2% | -2.3%
Cc1cc(-n2ccnc2)n2c(nc3ccccc32)c1C#N | 0% | -1.1%&5.8%
Cc1cccc(OCC(=O)OC2CCN(C)CC2)c1 | . | -0.4%
Cc1nc2nc(-c3cccnc3)[nH]n2c(=O)c1C | . | 6.9%
CCSCCOC(=O)C1=C(C)NC2=C(C(=O)CCC2)C1c1coc2ccccc2c1=O (stereo not given) | -6% | -2.4%
Nc1cc[n+](CC(=O)c2ccccc2)cc1 | -4% | 2.0%
CC(C)(C)C(=O)[C@@H]1[C@@H]2C(=O)N(c3ccc4c(c3)OCCO4)C(=O)[C@@H]2C2c3ccccc3C=CN21 (stereo not given in full) | 7% | 3.4%
CCOC(=O)/C(C(=O)Nc1cccs1)=C1\NC(C)(C)Cc2ccccc21 | 0% | 1.9%
O=[N+]([O-])c1cc(C(O)(C(F)(F)F)C(F)(F)F)cc([N+](=O)[O-])c1Cl | 0% | 2.8%
COC(=O)C(C)n1cnc2c(nnn2Cc2ccc(Cl)cc2)c1=O (stereo not given) | 6% | 1.5%
COC(=O)c1ccc(NC(=O)CCN2CCCCC2)cc1 | -11% | -3.1%
COc1ccc(N2CCN(C(=O)CSc3nnc4n3C(C)(C)Cc3ccccc3-4)CC2)cc1 | -10% | -1.6%
Cc1cc(C)c2nc(Nc3ncc(O)[nH]3)nc(C)c2c1 | 7% | 2.3%
CCOC(=O)C12CC3CC(CC(C3)C1)C2 | 2% | 8.5%
Cc1cc([N+](=O)[O-])ccc1-c1ccc(/C=C2/C(=O)NC(=S)N(c3ccc(Cl)cc3)C2=O)o1 | 3% | -0.3%
O=C(Cc1ccccc1)Nc1nc(=O)c2ccccc2s1 | . | 6.7%
CCSc1n[nH]c(=O)[nH]c1=O | -7% | 1.8%
Cc1ccc2nc(-c3ccc4c(c3)OCCO4)cc(C(=O)O)c2c1 | -3% | -0.3%
CCOc1ccc(NC(=O)C(C)SC(N)=O)cc1 (stereo not given) | -1% | 0.8%
Cc1ccc(C(=O)Nc2nc(C)c(C)s2)cc1[N+](=O)[O-] | 3% | 0.1%
Cc1ccsc1/C=C/c1ccc2cccc(O)c2n1 | . | -3.8%
CCCC(=O)NC(C)c1nc2ccccc2n1C(C)C (stereo not given) | 4% | -2.5%
CCOC(=O)C1CCCN(c2cc(=O)n(-c3ccccc3Cl)c(=O)[nH]2)C1 (stereo not given) | -12% | -3.2%
